Source: PubChem BioAssay
M4 antag: CHRM4 antagonism in calcium assay | 360,000 compounds, 0.73% hits | CHO-hM4 cells, ACh EC80, Fluo-8 calcium fluorescence | P08173 | inhibition, % at 3 µM | AID 624125;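 active = inhibition above its plate's cutoff, the mean inhibition of sample wells plus 3 SD, cut at about 27% in these data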;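 note: 0% = acetylcholine EC80 with DMSO and 100% = DMSO without agonist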
Target sequence (P08173 whole entry, looked up): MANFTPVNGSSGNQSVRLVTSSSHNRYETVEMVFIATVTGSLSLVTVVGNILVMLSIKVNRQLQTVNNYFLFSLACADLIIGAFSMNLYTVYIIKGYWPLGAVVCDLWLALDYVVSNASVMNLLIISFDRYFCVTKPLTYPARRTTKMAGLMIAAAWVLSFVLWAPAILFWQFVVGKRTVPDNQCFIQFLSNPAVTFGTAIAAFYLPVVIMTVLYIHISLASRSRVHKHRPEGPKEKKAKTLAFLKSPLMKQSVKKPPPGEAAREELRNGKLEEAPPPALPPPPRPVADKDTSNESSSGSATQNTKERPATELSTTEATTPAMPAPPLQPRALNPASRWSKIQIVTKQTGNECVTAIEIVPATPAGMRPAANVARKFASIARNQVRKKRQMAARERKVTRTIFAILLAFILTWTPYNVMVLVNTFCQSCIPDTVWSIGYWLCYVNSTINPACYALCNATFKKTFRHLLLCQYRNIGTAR
M4 ag: CHRM4 agonism in calcium assay; P08173; CHO-K1 hM4/Gqi5, Fluo-8 calcium fluorescence; vehicle 0%, full acetylcholine response 100%; activation, % at 3 µM; 360,000 compounds, 0.14% hits;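 active = activation above the run mean over all test wells plus 3 SD, cut at about 32% in these data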;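 note: peak over basal fluorescence ratio per well then scaled between controls; 0% = DMSO wells and 100% = acetylcholine at EC100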
CHRM1 antagonist: human CHRM1 antagonism | P11229 | CHO-K1 hM1, Fluo-8 calcium fluorescence, ACh EC80 antagonist | inhibition, % at 3 µM | 360,000 compounds, 1.3% hits | AID 588852;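 active = percent inhibition above its own plate's cutoff, namely the mean of that plate's compound wells plus 3 SD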;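 note: peak over basal fluorescence ratio during 140 s after agonist addition; 0% = ACh EC80 plus DMSO and 100% = DMSO alone without agonist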
TAAR1 ag: human TAAR1 agonism | CHO RD-HGA16 TAAR1, Fluo-8 calcium fluorescence; vehicle wells 0%, saturating PEA agonist 100% | activation, % at 3 µM | 360,000 compounds, 0.99% hits;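 active = activation above the mean activation of all test compounds in the run plus 3 SD, cut at about 38% in these data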
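Assay system – CHO-derived RD-HGA16 cells with stable Gα16 and human TAAR1 · Compound dosing – one-point dosing at 3 µM (nominal) · Incubation – 17-24 h seeding, 75 min 37 °C dye, 30 min RT · Measured by – kinetic Fluo-8 calcium fluorescence · Control set – DMSO vehicle as 0%, PEA at EC100 as 100% · Repeats – single well for each compound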
M5 PAM: positive allosteric modulators of human muscarinic M5 receptor; 360,000 compounds, 0.3% hits; CHO-K1 hM5, Fluo-8 calcium, ACh EC20 PAM; 0% = ACh EC20, 100% = ACh EC100; P08912; activation, % at 3 µM;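 active = activation above the run cutoff, the mean activation of all test compounds plus 3 SD, cut at about 18% in these data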
Target sequence (P08912 whole entry, looked up): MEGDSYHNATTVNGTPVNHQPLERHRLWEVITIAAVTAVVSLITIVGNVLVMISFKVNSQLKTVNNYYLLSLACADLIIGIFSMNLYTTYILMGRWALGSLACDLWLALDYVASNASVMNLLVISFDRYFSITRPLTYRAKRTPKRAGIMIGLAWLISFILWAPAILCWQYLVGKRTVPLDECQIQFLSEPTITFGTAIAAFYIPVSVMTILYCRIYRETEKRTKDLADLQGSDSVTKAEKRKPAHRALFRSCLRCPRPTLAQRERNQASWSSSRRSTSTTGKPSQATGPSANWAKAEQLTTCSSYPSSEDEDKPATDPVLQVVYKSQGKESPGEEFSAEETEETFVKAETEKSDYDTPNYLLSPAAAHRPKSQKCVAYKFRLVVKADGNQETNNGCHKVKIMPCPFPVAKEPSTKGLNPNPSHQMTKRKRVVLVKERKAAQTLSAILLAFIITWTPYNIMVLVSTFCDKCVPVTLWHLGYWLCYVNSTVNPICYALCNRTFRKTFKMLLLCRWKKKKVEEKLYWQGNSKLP
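Probe or stimulus: acetylcholine, EC20 level; Assay system: human M5 receptor in CHO-K1 cells; Schedule: compound preincubation 140 s before EC20 acetylcholine addition; Technique: intracellular calcium via Fluo-8 fluorescence; Dosing: single-point, 3 µM nominal; Read-out basis: percent activation from peak-over-basal fluorescence ratio, scaled EC20-to-EC100 acetylcholine; Repeats: one well per compound, no replicates.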
M5 antag: CHRM5 antagonism in calcium assay; CHO-hM5 cells, Fluo-8 calcium fluorescence, ACh EC80; inhibition, % at 3 µM; 360,000 compounds, 0.59% hits; P08912;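 active = inhibition above a per-plate cutoff, the mean of that plate's test compounds plus 3 SD, cut at about 27% in these data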;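 note: 0% = acetylcholine EC80 with DMSO and 100% = DMSO without agonist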
CHRM5 agonist: CHRM5 agonism in calcium assay; P08912; CHO-K1 hM5 cells, Fluo-8 calcium fluorescence; 0% DMSO wells, 100% maximal acetylcholine response; activation, % at 3 µM; 360,000 compounds, 0.19% hits; AID 624037;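 active = activation above the run's mean over test compounds plus 3 SD, cut at about 23% in these data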;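 note: signal is peak over basal fluorescence ratio across the kinetic read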
M1 ag: agonists of human M1 muscarinic receptor; P11229; CHO-K1 hM1, Fluo-8 calcium fluorescence, agonist mode; 0% DMSO, 100% acetylcholine EC100; activation, % at 3 µM; 360,000 compounds, 0.33% hits;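 active = activation above the run's mean compound activation plus 3 SD, cut at about 16% in these data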;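 note: peak over basal fluorescence ratio within a 140 s kinetic read after compound addition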
CHRM1 PAM: positive allosteric modulators of human M1 muscarinic receptor; CHO-K1 hM1, Fluo-8 calcium fluorescence, ACh EC20; 0% = ACh EC20, 100% = maximal ACh; 360,000 compounds, 0.088% hits; activation, % at 3 µM; AID 588819; in the data active = activation above about 19%, passing the limit was not always enough
Numbers without * were called inactive. The list is partial. The share of hits here may be higher or lower than overall.

SMILES	M4 antag	M4 ag	CHRM1 antagonist	TAAR1 ag	M5 PAM	M5 antag	CHRM5 agonist	M1 ag	CHRM1 PAM
Cc1ccc(S(=O)(=O)N2CCC(C(=O)N[C@@H](C)C(=O)NCC3CCCO3)CC2)cc1 (stereo partly specified)	2	0	-3	3	3	1	2	-2	3
O=C(Nc1ccccc1)c1nc[nH]c1C(=O)NCCN(CCNC(=O)c1[nH]cnc1C(=O)Nc1ccccc1)CCNC(=O)c1[nH]cnc1C(=O)Nc1ccccc1	-4	-1	2	1	-9	4	2	-7	-1
Cc1ccc(OC(C)C(=O)N2CCc3ccccc32)cc1 (stereo unspecified)	-1	-1	-22	-1	-5	-2	-2	-2	2
COc1ccccc1C(=O)NNC(=O)c1ccc(NC(=O)CC(C)C)cc1	-14	2	-6	5	2	-7	-4	-9	8
O=C(NC(c1ccc(Cl)cc1)c1ccsc1)C1CCN(Cc2cccc(C(F)(F)F)c2)CC1 (stereo unspecified)	2	3	-12	4	-2	7	-2	-4	2
Cc1cc(C)c(C)c(S(=O)(=O)N2CCC(C(=O)N3CCCC3)CC2)c1C	4	5	5	4	3	4	2	-1	0
Cc1cccc(C(=O)NC(=S)NNC(=O)c2cccs2)c1	15	6	-1	129*	-8	11	6	19*	-10
O=C(c1nc2ccccn2c1CN1CCN(c2ccccc2O)CC1)N1CCCC1	-13	4	1	0	0	0	-1	-3	8
COc1ccc(CN(C)CC(O)COc2ccc(C(=O)c3ccccc3)cc2)c(OC)c1OC (stereo unspecified)	10	17	19	6	-9	16	-3	-9	-19
CC(C)(C)C(=O)N=C1SC2CS(=O)(=O)CC2N1c1ccc2c(c1)OCO2 (stereo unspecified)	11	2	1	2	3	-1	0	-3	6
Cc1cc(=O)oc2c1ccc1oc(/C(=N/O)c3ccccc3)c(C)c12	-16	2	9	5	-12	6	-6	-3	-7
Cc1nc2ccccc2c(=O)n1Nc1cccc(Cl)c1	-15	2	0	5	-2	0	0	-6	-7
CCOC(=O)c1cc(-c2ccc(OC)cc2)n[nH]1	4	-1	-12	2	2	1	3	1	10
O=C1C(Cc2ccccc2O)NC(=S)N1c1ccccc1 (stereo unspecified)	1	0	-3	1	-7	13	-1	-3	2
O=S1(=O)C=CC(N2CCOCC2)C1 (stereo unspecified)	4	0	1	6	1	-1	0	-3	3
Cc1cccc(OCC(=O)Nc2sc3c(c2C#N)CCC3)c1	-5	0	-5	-1	0	-1	0	-7	-1
COC(=O)c1cccc(NC(=O)CN2C(=O)C3CCCCC3C2=O)c1 (stereo unspecified)	5	1	8	4	-2	4	2	0	6
COC(=O)c1c(N)n(CCCN2CCOCC2)c2nc3ccccc3nc12	4	1	-6	15	-12	10	0	-4	6
COc1ccc(C2(CNC(=O)c3ccc(C)cc3)CCOCC2)cc1	-2	0	-7	2	-2	-6	0	-7	11
NC(=O)c1ccccc1Nc1nc(NCCO)nc(N2CCCC2)n1	-8	1	-9	5	2	-1	6	-5	8
Cc1ccc(-c2cnc(C(O)c3cc(Cl)cc(Cl)c3)[nH]2)cc1 (stereo unspecified)	4	4	10	17	-2	6	8	3	-8
Cc1nnc(SC2CC(=O)N(c3ccccc3)C2=O)s1 (stereo unspecified)	2	0	-17	1	3	4	2	-5	7
Cn1c(SCC(=O)Nc2ccccc2)nc(O)cc1=O	5	1	-8	2	1	-5	5	-7	4
CCc1cnccc1CCC(=O)Nc1ccccc1C	-3	1	-13	2	8	-4	2	-6	9
O=CN1CCN(CC(O)Cn2c3ccccc3c3ccccc32)CC1 (stereo unspecified)	1	3	-26	4	1	11	5	-2	8
CC(CCC(=O)O)C1CCC2C3CC(O)C4CC(O)CC[C@]4(C)C3CCC12C (stereo partly specified)	-9	0	-11	1	-1	5	2	-1	8
O=C(NCCOc1ccc(Cl)cc1)c1ccc2c(c1)OCCO2	5	1	-14	-2	-15	5	-2	-3	9
Cc1cc(NC(=O)CSc2ccc3c(c2)OCCO3)no1	-9	1	-16	7	1	-6	-4	-5	12
c1cc(-c2ccc(N3CCOCC3)cc2)n2cnnc2c1	-11	1	-2	5	3	-5	1	-4	2
Cc1ccc(N(C(=O)C2CCC(=O)N2)C2(C(=O)NC3CCCC3)CCCCC2)cc1 (stereo unspecified)	3	0	-13	4	14	-3	-7	-2	11
O=C(CCN1C(=O)/C(=C\c2ccccc2F)SC1=S)N1CCOCC1	-4	1	-4	0	1	4	0	5	12
O=C(NC1CCCCC1)N1CCCC(c2nc3ccccc3[nH]2)C1 (stereo unspecified)	1	2	-9	16	6	-3	-1	-5	11
Cc1cccc(NC(=O)c2nc[nH]c2C(=O)N[C@@H](CC(C)C)C(=O)OCc2ccccc2)c1	-7	0	-1	5	3	-3	1	-2	1
Cc1nc(C(=O)NNC(=O)c2ccc(Cl)cc2)cs1	0	1	-12	0	2	0	0	-3	11
O=C(NC(NC(=S)Nc1c(Cl)cccc1Cl)C(Cl)(Cl)Cl)c1cccc([N+](=O)[O-])c1 (stereo unspecified)	1	14	18	17	-18	23	7	2	-8
CCOC(=O)c1cc2c(ccn2C)n1CC(=O)N1CCCC(C)C1 (stereo unspecified)	-4	0	-15	3	-3	0	-1	-1	9
COc1ccc(CC2SC(N)=NC2=O)cc1 (stereo unspecified)	6	1	-14	3	-3	-9	2	0	10
COc1cc(SC)ccc1C(=O)N(CC(=O)Nc1ccccc1Br)Cc1ccco1	-5	6	-15	-3	-3	8	-2	-3	10
CC(=O)N1CCN(S(=O)(=O)c2ccc3c(c2)CCC(=O)N3)CC1	6	18	6	-1	-6	5	6	-2	0
CCN1CCN(C(=S)c2ccc(OCC(=O)N3CCOCC3)cc2)CC1	13	0	-11	10	-1	4	-1	-6	6

Part of the list above in another layout:
Results follow in this order: M4 antag | M4 ag | CHRM1 antagonist | TAAR1 ag | M5 PAM | M5 antag | CHRM5 agonist | M1 ag | CHRM1 PAM
O=C(NCCOc1ccc(Cl)cc1)c1ccc2c(c1)OCCO2
 : 5 | 1 | -14 | -2 | -15 | 5 | -2 | -3 | 9
O=CN1CCN(CC(O)Cn2c3ccccc3c3ccccc32)CC1 (stereo unspecified)
 : 1 | 3 | -26 | 4 | 1 | 11 | 5 | -2 | 8
Cc1ccc(-c2cnc(C(O)c3cc(Cl)cc(Cl)c3)[nH]2)cc1 (stereo unspecified)
 : 4 | 4 | 10 | 17 | -2 | 6 | 8 | 3 | -8
Cc1cc(NC(=O)CSc2ccc3c(c2)OCCO3)no1
 : -9 | 1 | -16 | 7 | 1 | -6 | -4 | -5 | 12

Further entries follow.
SMILES	M4 antag	M4 ag	CHRM1 antagonist	TAAR1 ag	M5 PAM	M5 antag	CHRM5 agonist	M1 ag	CHRM1 PAM
COc1ccc(NC(=O)CN2C(=O)CSC(C)C2=O)c(OC)c1 (stereo unspecified)	0	1	0	11	1	-3	-2	-7	4
NC(=O)c1ccccc1NC(=O)c1ccoc1	9	0	-4	0	-3	2	-4	-3	10
CCOc1ccc(NC(=O)N2CCC(n3nnc4cc(C)ccc43)CC2)cc1	7	3	11	11	-8	3	-2	-4	1
CCN(CC(=O)Nc1ccc(NC(C)=O)cc1)C(=O)c1ccc(NC2CC2)c([N+](=O)[O-])c1	-3	0	-3	0	0	2	3	-7	3
OC(c1ccc(F)cc1)c1ncc(-c2ccc(Oc3ccccc3)cc2)[nH]1 (stereo unspecified)	4	3	0	0	-4	-3	0	-3	-4
CCOC(=O)c1cncc(C#CCO)c1	-6	5	5	1	-2	7	1	-2	4
COc1cccc(-c2cc(C(=O)N3CCCc4ccccc43)no2)c1	-1	3	5	10	-11	9	-8	-5	-3
CC1(C)Cc2c(cnn2-c2ccc(F)cc2)C(NC(=O)CN2CCCC2=O)C1 (stereo unspecified)	4	1	-3	2	7	-17	-2	-2	0
Cc1csc(=O)n1CCC(=O)OCC(=O)Nc1ncc(Cl)cc1Cl	-11	2	-6	2	0	0	0	-4	4
CC(SCC(=O)Nc1ccc(S(=O)(=O)N2CCCCC2)cc1)C(=O)O (stereo unspecified)	-6	1	-8	-3	9	-7	-2	-4	8
O=C(NC1CC1)C1=C[C@@H](c2ccc(Br)cc2)C[C@@H](OCc2ccc(CO)cc2)O1	-5	2	5	10	-3	15	-2	-8	-6
C=C(C)CSc1nc(C)c(Cc2ccccc2)c(=O)[nH]1	-8	-1	-9	6	-4	1	-12	-3	8
Sc1ccccc1N=Cc1cccs1	7	0	3	0	-3	7	-1	-6	-3
CCOC(=O)C1CCN(C(=O)CCS(=O)(=O)Cc2ccccc2)CC1	15	1	-12	2	3	5	-2	-1	9
COc1cc(NC(=O)CCCn2c(=S)[nH]c3ccccc3c2=O)cc(OC)c1OC	-3	5	-12	0	-7	14	-1	-6	7
COc1ccc(S(=O)(=O)N2CCCCCC2)cc1C(=O)Nc1cc(C)ccn1	4	7	1	8	-5	10	0	-5	3
CCN1CCC[C@H]1CNCCCn1cnc2c(SC)ncnc21	-8	1	-12	1	6	0	0	-8	5

Just CHRM5 agonist, M4 ag and CHRM1 antagonist (4 entries from above):
compound	CHRM5 agonist	M4 ag	CHRM1 antagonist
Cc1cc(=O)oc2c1ccc1oc(/C(=N/O)c3ccccc3)c(C)c12	-6	2	9
Cc1nc2ccccc2c(=O)n1Nc1cccc(Cl)c1	0	2	0
CCOC(=O)c1cc(-c2ccc(OC)cc2)n[nH]1	3	-1	-12
O=C1C(Cc2ccccc2O)NC(=S)N1c1ccccc1 (stereo unspecified)	-1	0	-3

Rewritten bar-delimited: entries from further up.
Compound | M4 antag | M4 ag | CHRM1 antagonist | TAAR1 ag | M5 PAM | M5 antag | CHRM5 agonist | M1 ag | CHRM1 PAM
CCOc1ccc(NC(=O)N2CCC(n3nnc4cc(C)ccc43)CC2)cc1 | 7 | 3 | 11 | 11 | -8 | 3 | -2 | -4 | 1
CCN(CC(=O)Nc1ccc(NC(C)=O)cc1)C(=O)c1ccc(NC2CC2)c([N+](=O)[O-])c1 | -3 | 0 | -3 | 0 | 0 | 2 | 3 | -7 | 3
OC(c1ccc(F)cc1)c1ncc(-c2ccc(Oc3ccccc3)cc2)[nH]1 (stereo unspecified) | 4 | 3 | 0 | 0 | -4 | -3 | 0 | -3 | -4
CCOC(=O)c1cncc(C#CCO)c1 | -6 | 5 | 5 | 1 | -2 | 7 | 1 | -2 | 4
COc1cccc(-c2cc(C(=O)N3CCCc4ccccc43)no2)c1 | -1 | 3 | 5 | 10 | -11 | 9 | -8 | -5 | -3
